TRPC4 agonist: activators of mouse TRPC4 channel, primary screen, Fluo4 calcium, HEK293 TRPC4beta/mu-opioid cells. Short transient receptor potential channel 4 (Mus musculus), Q9QUQ5. Fluo4 calcium fluorescence; stronger effect = higher value. B-score at 10 µM. 310,000 compounds, 0.49% hits. AID 2237, 2010;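 active means B-score above 5 SD of library B-scores, and initial fluorescence ratio not above library mean plus 5 SD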;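 further: positive B-score marks a calcium rise read as TRPC4 activation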
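Assay system: HEK293 stable line with TRPC4beta plus mu-opioid receptor; schedule: 45 min room-temperature Fluo4 loading, 110 s read; technique: kinetic Fluo4 calcium fluorescence; evaluation: integrated baseline-normalised fluorescence ratio, converted to per-well B score; controls: buffer (low) and maximal DAMGO (high)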
KCNQ1 pot: potentiators or activators of KCNQ1 channel, primary screen, cell-based, thallium flux, high-throughput | CHO-K1 KCNQ1, thallium flux FluxOR fluorescence; stronger effect = higher value | 310,000 compounds, 0.35% hits | B-score at 10 µM | AID 2648, 2010;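 active means fluorescence ratio B-score, a plate-corrected score, at least three library SD, with initial intensity B-score within 5 SD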
Target sequence (P51787 whole entry, looked up): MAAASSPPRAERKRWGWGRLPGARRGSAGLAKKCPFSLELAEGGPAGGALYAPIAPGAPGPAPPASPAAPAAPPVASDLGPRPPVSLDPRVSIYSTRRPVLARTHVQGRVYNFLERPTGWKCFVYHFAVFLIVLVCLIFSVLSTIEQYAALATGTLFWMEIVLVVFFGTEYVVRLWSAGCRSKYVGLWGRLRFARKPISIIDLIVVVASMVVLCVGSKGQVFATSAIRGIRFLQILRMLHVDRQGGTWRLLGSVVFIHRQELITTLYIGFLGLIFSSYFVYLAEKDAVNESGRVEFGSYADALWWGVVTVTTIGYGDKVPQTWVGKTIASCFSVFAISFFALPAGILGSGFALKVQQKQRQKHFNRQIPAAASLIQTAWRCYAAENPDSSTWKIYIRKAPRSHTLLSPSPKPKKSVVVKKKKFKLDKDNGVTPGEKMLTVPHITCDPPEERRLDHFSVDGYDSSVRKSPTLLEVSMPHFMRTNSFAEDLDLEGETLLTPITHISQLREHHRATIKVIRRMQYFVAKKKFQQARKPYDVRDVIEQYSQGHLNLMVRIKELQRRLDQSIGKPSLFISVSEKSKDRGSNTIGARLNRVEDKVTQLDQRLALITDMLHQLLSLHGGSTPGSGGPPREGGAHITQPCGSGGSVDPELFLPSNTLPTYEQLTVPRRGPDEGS
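System: Stable KCNQ1 CHO-K1 line | Incubation: 90 min dye loading and 20 min compound exposure, both at room temperature | Measure: Ratio B score | Medium: Assay buffer for compound exposure, DMSO matched across wells | Compound dosing: Single-concentration screen | Probe or stimulus: K+/Tl+ depolarizing stimulus | Measured by: Kinetic FluxOR fluorescence, 10 s baseline plus 110 s post-stimulus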
DYRK1A inh: rat Dyrk1A kinase inhibitors, primary screen, biochemical, single point, plate reader | Dual specificity tyrosine-phosphorylation-regulated kinase 1A (Rattus norvegicus), Q63470 | ADP-Glo luminescence, NFATc1 peptide | inhibition, % at 12.5 µM | 310,000 compounds, 0.43% hits | AID 504441, 2011; in the data active means inhibition above about 50%;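 further: plate controls were vehicle with enzyme for no effect and no enzyme for full effect; many of its hits are not listed in these tables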
TRPC4 inh: inhibitors of mouse TRPC4 channel, primary screen, Fluo4 calcium, HEK293 TRPC4beta/mu-opioid cells | AID 2247, 2010 | DAMGO-evoked Fluo4 calcium flux; stronger effect = lower value | B-score at 10 µM | 300,000 compounds, 0.39% hits;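 active means B-score over 3 SD under the library average, no early fluorescence shift, positive overall ratio signal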
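Signal: kinetic Fluo4 fluorescence imaging of calcium influx. Material: stable TRPC4beta/mu-opioid receptor HEK293 cells. Probe or stimulus: DAMGO in two steps, submaximal then maximal.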
TRPC4 potent: positive allosteric modulators of TRPC4, primary screen, cell-based, mouse TRPC4beta, HEK293 mu-opioid, Fluo-4 calcium; B-score at 10 µM; Short transient receptor potential channel 4 (Mus musculus), Q9QUQ5; 310,000 compounds, 0.42% hits; DAMGO EC20, Fluo-4 Ca2+ flux; stronger effect = higher value;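 active means B-score of calcium response area above 5 SD of library B-scores, with initial fluorescence ratio within 5 SD of library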;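 further: B-score of integrated fluorescence ratio over time as area under calcium response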
KCNK9 inh: KCNK9 potassium channel inhibitors, primary screen, HEK293 cells, thallium flux; Potassium channel subfamily K member 9 (Homo sapiens), Q9NPC2; FluxOR thallium flux fluorescence; stronger effect = lower value; B-score at 10 µM; 310,000 compounds, 1.2% hits;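 active means ratio B-score over 3 SD below the library mean, with starting fluorescence within 5 SD of its mean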;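 further: negative B-score means less thallium flux so channel inhibition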
Target sequence (Q9NPC2 whole entry, looked up): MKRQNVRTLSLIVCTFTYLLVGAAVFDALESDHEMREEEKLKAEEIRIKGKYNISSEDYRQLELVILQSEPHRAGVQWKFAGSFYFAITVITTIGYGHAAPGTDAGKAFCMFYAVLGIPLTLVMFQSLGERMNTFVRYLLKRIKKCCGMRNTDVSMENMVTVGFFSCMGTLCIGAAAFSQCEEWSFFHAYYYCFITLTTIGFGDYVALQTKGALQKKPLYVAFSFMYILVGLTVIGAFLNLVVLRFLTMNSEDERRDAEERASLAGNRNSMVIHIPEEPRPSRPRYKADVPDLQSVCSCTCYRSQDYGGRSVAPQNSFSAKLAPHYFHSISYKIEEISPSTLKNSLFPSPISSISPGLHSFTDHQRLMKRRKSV
Platelet DG rel: inhibitors of platelet dense granule secretion, primary screen, cell-based, MLPCN, human platelets; inhibition, %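 (compounds screened at 7.5 µM in platelet-rich plasma)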; human platelet-rich plasma, SFLLRN dense granule ATP release, luminescence; 300,000 compounds, 0.22% hits; AID 1663, 2009;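 active means mean replicate score, as percent of positive control, at or above 50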
KCNK3 block: human KCNK3 channel inhibitors, primary screen, CHO cells, FluxOR thallium flux, B-score; B-score at 10 µM; FluxOR fluorescence; stronger effect = lower value; 340,000 compounds, 0.84% hits;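 active means B-score under library mean minus 4 SD, starting fluorescence ratio at most library mean plus 5 SD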;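 further: more negative B-score means stronger inhibition of thallium flux through KCNK3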
PolyA inh: polyadenylation inhibitors in yeast reporter cells, primary screen, luminescence, S. cerevisiae; calls only at 12 µM; 300,000 compounds, 0.02% hits; AID 1875, 2009; S. cerevisiae SKY197-pL101 polyadenylation reporter, beta-gal luminescence; efflux-impaired pdr1/pdr3 knockout yeast; score 100 = 6 SD above DMSO;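 active means lowest replicate activity score at least 50, where 100 means six control SD above control mean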;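 further: yeast exposed to compound for 9 h at 30 °C; higher score means more reporter readthrough which indicates perturbed polyadenylation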
KCNQ1 block: inhibitors of human KCNQ1 channel, primary screen, cell-based, thallium flux, high-throughput; Potassium voltage-gated channel subfamily KQT member 1 (Homo sapiens), P51787; CHO-K1 KCNQ1, FluxOR thallium flux fluorescence; stronger effect = higher value; B-score at 10 µM; 310,000 compounds, 1.3% hits;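 active means compounds whose thallium flux B-score, printed positive for inhibition, exceeds three library SD while starting fluorescence stays within three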;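 further: channel opened by potassium depolarization with thallium stimulus after 20 min compound exposure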
hERG rescue: hERG rescue from dofetilide block, primary screen, cell-based, CHO-hERG, FluxOR thallium flux, dofetilide IC70; AID 1511, 2009; dofetilide IC70 present; activation (rescue from dofetilide block), less the hit threshold, % at 10 µM; Voltage-gated inwardly rectifying potassium channel KCNH2 (Homo sapiens), Q12809; 310,000 compounds, 0.51% hits;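 active means activation above the mean of controls blocked by dofetilide plus 5 SD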;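 further: thallium influx through hERG after potassium depolarization seen as dye fluorescence rise; in these data hits start at about 4.7%; inactives centre near -7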
Starred values were filed as active, the others as inactive; i = inactive; . = no result given. Only part of the results is shown, so the mix of outcomes need not match the whole.

Results follow in this order: TRPC4 agonist | KCNQ1 pot | DYRK1A inh | TRPC4 inh | TRPC4 potent | KCNK9 inh | Platelet DG rel | KCNK3 block | PolyA inh | KCNQ1 block | hERG rescue
- O=C(C[n+]1ccccc1)N/N=C/c1c(F)cccc1Cl
 : i | i | -2.5 | i | i | i | 2.6 | i | i | i | -6.4
- CCOc1ccccc1-n1c(SCC(=O)NCc2ccco2)nnc1-c1ccncc1
 : i | i | 1.4 | i | i | i | -1.4 | i | i | i | -10.3
- CC1Oc2ccccc2N(CC(=O)c2ccccc2)C1=O (configuration not stated)
 : i | i | 5.9 | i | i | i | 10.9 | i | i | i | -7.4
- COCc1cc(C(C)=O)ccc1OC
 : i | i | 9.0 | i | i | i | -13.8 | i | i | i | -11.4
- N#C/C(=C(/O)c1ccc([N+](=O)[O-])s1)c1nc2ccccc2[nH]1
 : i | i | -3.9 | i | i | i | 7.7 | i | i | i | -8.2
- Cc1cc(C)n2nc(SCc3nc4ccccc4[nH]3)nc2n1
 : i | i | 14.1 | i | i | i | 0.3 | i | i | i | -4.2
- O=C(CCc1ccccc1)Nc1cc2c3c(c1)CCC(=O)N3CCC2
 : i | i | 12.4 | i | i | i | 3.5 | i | i | i | -9.7
- COc1cc(CO)c(Br)cc1OCC(N)=O
 : i | i | -1.1 | i | i | i | 2.4 | i | i | i | -6.0
- COc1cc(/C=N/n2c(-c3cc(C)[nH]n3)n[nH]c2=S)cc(OC)c1O
 : i | i | -3.1 | i | i | i | -2.6 | i | i | i | -2.2
- CCOC(=O)NNc1cc(C(F)(F)F)ccn1
 : i | i | . | i | i | i | 1.0 | i | i | i | -3.1
- COc1cc(OC)c(C(=O)NC2CC(C)(C)NC(C)(C)C2)cc1OC
 : i | i | 15.9 | i | i | i | 0.4 | i | i | i | 0.6
- CCCNS(=O)(=O)c1ccc(CCC(=O)Nc2ccc3c(c2)OCCO3)cc1
 : i | i | 1.5 | i | i | i | 1.5 | i | i | i | -7.6
- O=C(Cn1c(=O)cnc2ccccc21)N1CCN(S(=O)(=O)c2cccc([N+](=O)[O-])c2)CC1
 : i | i | -8.3 | i | i | i | -0.3 | i | i | i | -9.2
- COc1cccc(COC(=O)c2ccc(S(=O)(=O)N3CCC(C)CC3)cc2)c1OC
 : i | i | 0.3 | i | i | i | -1.3 | i | i | i | -16.6
- CCOc1ccc(Br)cc1S(=O)(=O)Nc1cccnc1
 : i | i | -0.9 | i | i | i | -15.5 | i | i | i | -10.8
- CN(C)S(=O)(=O)c1ccc(Cl)c(NC(=O)CSc2nnnn2-c2ccc(O)cc2)c1
 : i | i | 48.7 | i | i | -12.5* | 1.0 | -9.02* | i | i | -2.0
- O=C(CCN1C(=O)c2ccccc2C1=O)Nn1cnnc1
 : i | i | -2.4 | i | i | i | -3.6 | i | i | i | 1.7
- Cc1nn(-c2ccccc2)nc1C(=O)c1c(C)[nH]n(-c2ccccc2)c1=O
 : i | i | -10.4 | i | i | i | 0.7 | i | i | i | -14.3
- CC1CCCC(C)N1C(=O)CSc1nnc(NC(=O)Cc2cccs2)s1 (configuration not stated)
 : i | i | -0.2 | i | i | i | -3.1 | i | i | i | 1.8
- CC(=O)Oc1ccccc1C(=O)Nc1ccccc1C(=O)N1CCCCC1
 : i | i | -0.2 | i | i | i | -6.8 | i | i | i | -8.3
- CSc1cc(-c2ccccc2)n(Cc2ccc(Cl)cc2Cl)c(=O)c1C#N
 : i | i | 4.0 | i | i | i | 7.8 | i | i | i | -9.4
- O=C(N/N=C/c1ccccc1F)c1cc2c(ccc3ccccc32)o1
 : i | i | 2.1 | i | i | i | 19.5 | i | i | i | -6.8
- O=C(NCc1cccnc1)Nc1cccc([N+](=O)[O-])c1
 : i | i | . | i | i | i | 5.7 | i | i | i | -11.0
- CC(=O)c1c(C)[nH]c(C(=O)Nc2ccc(Cl)c(S(=O)(=O)N3CCOCC3)c2)c1C
 : i | i | -0.8 | i | i | i | -5.9 | i | i | i | -12.1
- O=C(N[C@@H](Cc1ccccc1)C(=O)N[C@@H](Cc1ccccc1)C(=O)O)OCc1ccccc1
 : i | i | 2.9 | i | i | i | 5.0 | i | i | i | -3.0
- COc1ccc(CCNC(=O)Cn2c(=O)n(-c3ccc(F)cc3)c(=O)c3sccc32)cc1OC
 : i | i | -6.3 | i | i | i | 2.2 | i | i | i | -3.7
- O=C(CO/N=C/c1ccccc1)N1c2ccccc2Oc2ccccc21
 : i | i | -0.6 | i | i | i | -4.2 | i | i | i | -6.2
- Cn1c(=O)cc(SCC(=O)NCC2CCCO2)c2ccccc21 (configuration not stated)
 : i | i | -7.7 | i | i | i | -4.5 | i | i | i | -9.5
- COc1ccc(CC(=O)NCC2CCCN(Cc3ccccc3Cl)C2)cc1 (configuration not stated)
 : i | i | . | i | i | i | -6.2 | i | i | i | -1.4
- CCOC(=O)c1cc2c(=O)n3ccccc3nc2n(Cc2ccccc2)c1=N
 : i | i | -8.2 | i | i | i | -0.5 | i | i | i | -12.0
- CN(Cc1ccon1)Cc1cn[nH]c1-c1ccc(-c2ccccc2)cc1
 : i | i | 10.7 | i | i | i | -0.5 | i | i | i | -14.1
- CCOC(=O)C1CCN(c2c(NCCC(C)C)c(=O)c2=O)CC1
 : i | i | -2.2 | i | i | i | -6.9 | i | i | i | -5.6
- Cc1csc2ncc(C(=O)N3CCc4ccccc43)c(=O)n12
 : i | i | 4.6 | i | i | i | 1.9 | i | i | i | -9.9
- Cc1ccc(-n2c(=S)sc3c(=O)n(-c4ccc(F)cc4)c(SCC(=O)O)nc32)cc1C
 : i | i | 0.3 | i | i | i | -0.5 | i | i | i | 1.5
- Cc1oc2c(CN3CCCC3)c(O)ccc2c(=O)c1-c1ccc(Br)cc1
 : i | i | -6.7 | i | i | i | -6.9 | i | i | i | -4.8
- C=CCC1(CC=C)CCCN1Cc1nc(COc2ccccc2)no1
 : i | i | 5.0 | i | i | i | -0.4 | i | i | i | -14.8
- Cn1c(CO)cnc1SCC(=O)c1ccc(Br)cc1
 : i | i | -2.2 | i | i | i | 3.6 | i | i | i | -3.1
- CN(Cc1nc(Cc2cccc(F)c2)no1)CC1CCOCC1
 : i | i | . | i | i | i | 1.0 | i | i | i | -10.6
- CCC1CCCCN1CCCNC(=O)c1c(O)nc2c(C)cccn2c1=O (configuration not stated)
 : i | i | -1.0 | i | i | i | 1.8 | i | i | i | -5.0
- CCOC(=O)/C(C#N)=C/c1ccc(-c2ccsc2C(=O)OC)o1
 : i | i | 8.0 | i | i | i | 2.3 | i | i | i | -30.7
- CCOC(=O)CSc1ccc(S(=O)(=O)N2CCC(C)CC2)cc1[N+](=O)[O-]
 : i | i | 2.3 | i | i | i | 13.2 | i | i | i | -4.2
- CN1CCN(C(=O)c2ccc(CS(=O)Cc3ccc(Cl)cc3)o2)CC1 (configuration not stated)
 : i | i | 0.0 | i | i | i | -1.1 | i | i | i | -6.6
- Cc1ccccc1OCC(O)CN1C(=O)c2ccccc2C1=O (configuration not stated)
 : i | i | 3.1 | i | i | i | 5.7 | i | i | i | -2.7
- O=C(CSc1nnc(-c2csc3c2CCCC3)o1)Nc1ccccc1
 : i | i | 0.3 | i | i | i | -1.1 | i | i | i | -7.4
- CC1CCCCC1NC(=O)c1nnc(Cc2ccc(Cl)cc2)o1 (configuration not stated)
 : i | i | 8.7 | i | i | i | 1.6 | i | i | i | -6.5
- COc1cc(OC)cc(C(=O)Nc2nc(CC(=O)NCc3ccccc3OC)cs2)c1
 : i | i | 11.8 | i | i | i | 25.2 | i | i | i | -11.9
- CCn1c2ccccc2c2cc(NC(=O)Cc3ccc(S(=O)(=O)N4CCOCC4)s3)ccc21
 : i | i | 2.4 | i | i | i | 7.0 | i | i | i | -2.6
- COC(=O)/C=C1/SC(=Nc2ccc(Cl)c(Cl)c2)NC1=O
 : i | i | . | i | i | i | -2.0 | i | i | i | -4.0
- O=C(C[n+]1cc(-c2ccc(Cl)c(Cl)c2)n2c1CCC2)c1cccs1
 : i | i | -1.8 | i | i | i | 12.2 | i | i | i | -9.4
- O=C(NCCCN1CCCC1)c1ccc2c(c1)N(Cc1ccccc1F)C(=O)c1ccccc1S2=O (configuration not stated)
 : i | i | 1.7 | i | i | i | 3.4 | i | i | i | -8.1

The list continues:
Results follow in this order: TRPC4 agonist | KCNQ1 pot | DYRK1A inh | TRPC4 inh | TRPC4 potent | KCNK9 inh | Platelet DG rel | KCNK3 block | PolyA inh | KCNQ1 block | hERG rescue
- COc1cccc(C2C(C(=O)c3ccc(C)o3)=C(O)C(=O)N2c2cc(C)on2)c1 (configuration not stated)
 : i | i | 9.3 | i | i | i | -6.1 | i | i | i | -5.8
- COc1c(OC(C)=O)ccc(/C=C/c2ccc3cccc(OCc4ccccc4)c3n2)c1[N+](=O)[O-]
 : i | i | -5.6 | i | i | i | -11.0 | i | i | i | -6.6
- CCOC(=O)[C@@H]1[C@H]2COc3ccc(Br)cc3[C@@H]2N2C(=O)N(c3ccc(C(F)(F)F)cc3)C(=O)[C@@]12C
 : i | i | 0.2 | i | i | -12.1* | 4.8 | i | i | i | -5.2
- CCN(CC)c1ccc2c(cc1=O)[C@@H](NC)CCc1cc(OC)c(OC)c(OC)c1-2
 : i | i | 1.0 | i | i | i | 3.3 | i | i | i | -1.3
- Cc1[nH][nH]c(=O)c1C(c1ccc(-c2ccc(Cl)c(Cl)c2)o1)c1c(C)[nH][nH]c1=O
 : i | 10* | -1.6 | i | i | i | 0.4 | i | i | i | -8.3
- O=[N+]([O-])c1ccc(-c2nnc(-c3ccccc3)c(N3CCOCC3)n2)cc1
 : i | i | 1.1 | i | i | i | -13.4 | i | i | i | -6.8
- C=C1CN(CC(=O)OC)S(=O)(=O)c2ccccc21
 : i | i | 9.0 | i | i | i | -4.6 | i | i | i | -7.7
